# Tb PYK inh – qHTS of Trypanosoma Brucei Inhibitors. pyruvate kinase (Trypanosoma brucei), Q57TT1. TbPYK enzyme, Kinase-Glo Plus ATP luminescence, 45 min. Potency, µM (titrated, usually from 76.8 µM), without a hit: at the highest dose activity, negative = inhibition, actives largely listed as inhibitors. actives 0.12% (n = 410,000). AID 624173, 2012; active = well fitted inhibition curve with a large enough effect; inconclusive = small, poorly fitted or top-dose-only effect; note: nearly all actives have a fitted effect of over 50% in size
#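 Readout: single end-point luminescence (Kinase-Glo Plus, 10 min). Reaction conditions were TbPYK/substrate plus 130 uM ADP, 45 min at RT, pH 7.2 TEA buffer. No-enzyme wells served as controls, and data were normalized before concentration-response fitting.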
# * marks the source's active call; other numbers are inactive results; ? = inconclusive; [ ] = another dose, or the depositor's remark. % is set by controls: 0 for no effect and ±100 for the full control effect; potency is the fitted concentration of half-maximal effect.
Molecule	Tb PYK inh
CNC(=O)OCc1nc(SC2CCCCO2)n(C)c1COC(=O)NC (stereo unspecified)	2.0%
Cc1cc2nc(-c3ccco3)c(Cc3ccccc3C(F)(F)F)n2c(C)c1Br	-7.1%
C[C@@H]1CN([C@H](C)CO)C(=O)c2cc(C#CC3CCCCC3)cnc2O[C@H]1CN(C)Cc1cccnc1	7.2%
C[C@@H]1CN([C@H](C)CO)C(=O)c2cc(NC(=O)Nc3ccc(F)cc3)ccc2O[C@@H](C)CCCCO[C@H]1CN(C)S(=O)(=O)c1ccc(Cl)cc1	4.7%
Cc1cccnc1C(NC(=O)C1CCN(Cc2ccc(Cl)cc2)CC1)c1ccccc1 (stereo unspecified)	-2.0%
O=C(NCC1=C(c2ccc3ccccc3c2)C[C@@H]2CC[C@H]1N2Cc1ccco1)c1cccs1	1.4%
O=C1CCCCCCC(=O)[C@H](O)C[C@H](c2ccccc2)O1	-0.2%
COc1ccc2nc3n(c(=O)c2c1)-c1ncccc1C(=O)NC3C (stereo unspecified)	-9.0%
CCCc1nc2c(Cl)cc(C(F)(F)F)cn2c1Cc1ccc(OC)cc1C	-2.7%
CCOC(=O)C1(C)CCN1C(=O)c1csnn1 (stereo unspecified)	-0.9%
CCOc1ccc(Cl)cc1-c1cc(C(=O)NC(C)C)[nH]n1	3.5%
C[C@@H]1CCCCO[C@H](CN(C)S(=O)(=O)c2cn(C)cn2)[C@H](C)CN([C@@H](C)CO)C(=O)c2cc(NC(=O)c3ccccc3)ccc2O1	-2.2%
O=C(Nc1ccc(N2CCOCC2)cc1)c1csc(COCCO)n1	-0.4%
CCCNC(=O)C1(C)CCCN(C/C=C/c2ccccc2)C1 (stereo unspecified)	3.8%
CC1CCN(C(=O)CCn2c(=O)oc3ccc(Cl)cc32)CC1	-6.8%
N#C/C(=C\c1cccn1S(=O)(=O)c1cccc(C#N)c1)S(=O)(=O)c1ccc(F)cc1	0.2%
O=Cc1cn(CCOc2ccc(F)cc2)c2ccccc12	-5.2%
CCCNC(=O)C1(C)CCN(C(=O)COc2ccc(C(C)(C)C)cc2)C1 (stereo unspecified)	-10.8%
C[C@H]1COc2cc(N3CCC[C@@H]3CO)ccc2S(=O)(=O)N1	-2.3%
COc1ccc(C(C)=O)cc1CN1C(=O)C(C)ON=C1c1ccccn1 (stereo unspecified)	-1.4%
CC[C@@H](O)C(C[C@@H](C)N(C)C)(c1ccccc1)c1ccccc1	-7.7%[157 µM]
CC(C)CNC(=O)C1(C)CCCN1C(=O)c1csnn1 (stereo unspecified)	-1.2%
Cc1ccc2nc(CN(C)C(=O)[C@H]3O[C@@H](n4ccc(=O)[nH]c4=O)[C@H](O)[C@@H]3O)[nH]c2c1	-0.5%
COc1ccc(NC(=O)C2c3ccccc3OCC(=O)N2Cc2ccco2)cc1 (stereo unspecified)	-0.4%
NC(c1csc(Nc2cc(Oc3ccccc3)ncn2)n1)C1CCCCC1 (stereo unspecified)	-15.2%
COc1ccccc1C(=O)N1CCN(c2nc3cc(C)cc(C)c3cc2C#N)CC1	3.4%
COc1ccc(C(O)c2ncc(-c3cccc(C(F)(F)F)c3)[nH]2)cc1F (stereo unspecified)	-9.7%
CCOC(=O)C1=C(COC(=O)c2cc([N+](=O)[O-])ccc2Cl)NC(=O)NC1C (stereo unspecified)	0.3%
CN1CC[C@@]2(CCCN(S(=O)(=O)c3ccccc3)C2)C1	5.8%
CC(=O)Nc1cc(-c2ccccc2N(C)C)cn2c(-c3ccccc3)cnc12	3.8%

# The last four records of the section above lead into the next:
Molecule	Tb PYK inh
COc1ccc(C(O)c2ncc(-c3cccc(C(F)(F)F)c3)[nH]2)cc1F (stereo unspecified)	-9.7%
CCOC(=O)C1=C(COC(=O)c2cc([N+](=O)[O-])ccc2Cl)NC(=O)NC1C (stereo unspecified)	0.3%
CN1CC[C@@]2(CCCN(S(=O)(=O)c3ccccc3)C2)C1	5.8%
CC(=O)Nc1cc(-c2ccccc2N(C)C)cn2c(-c3ccccc3)cnc12	3.8%
COc1ccc(OCc2cc(C(=O)NC(C)c3nc(C)cs3)no2)c(Cl)c1 (stereo unspecified)	-4.8%
CCCc1nc2c3ccccc3ccn2c1Cc1ccccc1	-11.0%
O=C(c1ccco1)N1CCC[C@@]2(CCN(C(c3ccccc3)c3ccccc3)C2)C1	-3.1%
CCCNC(=O)c1cc(C2CCCN(S(=O)(=O)c3cccs3)C2)on1 (stereo unspecified)	1.0%
CN1CCN(C(=O)CCn2c(=S)[nH]c3ccccc3c2=O)CC1	2.0%
COC(=O)[C@@]1(Cc2ccc(F)cc2)[C@H]2c3cc(C(=O)N(C)C)n(Cc4ccsc4Br)c3C[C@H]2CN1C(=O)c1ccccc1	-7.4%
Cc1cccc(C)c1NC(=O)CN1CCN(c2ccc(F)cc2)CC1	1.5%
O=C(NCc1ccncc1)[C@@H]1CCCN1C(=O)[C@H]1CCCN1C(=O)c1ccccc1	2.8%
Cn1cccc1C(=O)N1CCC2(CC1)CN(C(c1ccccc1)c1ccccc1)C2	-6.2%
COc1c(C)cc(C(O)c2ncc(-c3ccccc3)[nH]2)cc1C (stereo unspecified)	0.8%
O=c1c(-c2cccc(F)c2)nc2cncnc2n1-c1ccccc1	-6.8%
O=C(COc1ccc(CNC[C@H]2O[C@@H](n3ccc(=O)[nH]c3=O)[C@H](O)[C@@H]2O)cc1)Nc1ccccn1	1.8%
Cc1cccc(NC(=O)COC(=O)CN2C(=O)c3ccccc3C2=O)c1	1.1%
CC(C)(C)NC(=S)N1CCC2CC1c1c(Cl)cccc12 (stereo unspecified)	0.1%
OC[C@@H]1CN(Cc2ccc(F)cc2)C[C@H](n2cnc3c(N4CCCC4)ncnc32)O1	-3.2%
CCNC(=O)C1(C)CCCN(C(=O)c2csc3ccccc23)C1 (stereo unspecified)	3.7%
CC1(C(=O)NS(=O)(=O)c2cccc(C#N)c2)CCN1C(=O)CCc1ccccc1 (stereo unspecified)	-1.2%
COc1cccc(NC(=O)C2(C)CCN2Cc2cccc(OC)c2F)c1 (stereo unspecified)	1.7%
COc1cc(Nc2ccn3nc(-c4ccc(F)cc4)cc3n2)cc(OC)c1OC	-2.6%
CCOC(=O)[C@]12CCC=C1N(Cc1ccco1)C(=O)[C@H](CC(=O)N1CCN(C(=O)c3ccco3)CC1)C2	8.0%
CC(C)CNc1ncnc2c1ncn2[C@H]1CN(Cc2ccc(F)cc2)C[C@@H](CO)O1	-9.7%
COC(=O)[C@@]1(C(C)C)N=C(c2cc(OC)c(OC)c(OC)c2)[C@]2(O1)C(=O)Nc1ccccc12	-1.1%
c1ccc(Nc2nc(N3CCCC3)nc(N3CCOCC3)n2)cc1	-7.0%
CC(C)CN1CCC2(CC1)CCN(S(C)(=O)=O)CC2	-3.7%
O=C(Nc1ccccc1)N1CCCC2(CCN(C(=O)Oc3ccccc3)CC2)C1	-2.8%
COc1ccc(C(C#N)=Cc2cccc(OC)c2OC)cc1	0.8%
COC(=O)C1=C(O)/C(=C/c2ccc(OCC(=O)Nc3ccc(OC)cc3)cc2)N=C1C	-4.3%
O=C1c2ccccc2C(=O)N1CC(O)COc1cccc2ccccc12 (stereo unspecified)	-15.6%
O=C(c1cccc(F)c1)N1CCC2(CC1)CN(Cc1ccccc1)C2	5.6%
CC1(C(=O)NCc2ccccc2)Cc2c(-c3ccccc3)ccnc2O1 (stereo unspecified)	10.3%
Cc1ccc(C(=O)OCC(=O)Nc2c(C)nn(-c3ccccc3)c2C)c(O)c1	-3.7%
O=C([C@@H]1CCCN1C1=NS(=O)(=O)c2ccccc21)N1CCN(c2ccccc2)CC1	1.5%
CC(C)[C@@H]1O[C@H](CCc2ccccc2)CC2=C1C(=O)OC(C)(C)O2	-0.2%
CCOC(=O)[C@]12CCC=C1N(Cc1ccccc1)C(=O)[C@H](CC(=O)NCc1cccc3ccccc13)C2	-4.4%
Cc1cc(C)c(NC(=O)CN2CCN(S(=O)(=O)c3ccc4c(c3)OCCO4)CC2)c(C)c1	1.6%
O=C1CCCCC(=O)[C@H](O)C[C@H](c2ccccc2)O1	-0.2%
CCOC(=O)[C@]12CCC=C1N(CCC1=CCCCC1)C(=O)[C@H](CC(=O)NCCc1ccccc1OC)C2	0.4%
CC(=O)Nc1cc(-c2ccccc2F)cn2c(-c3ccccc3)cnc12	-2.1%
CN(Cc1ccccc1)C(=O)c1[nH]c(C(F)(F)F)nc1-c1ccccc1	-0.5%
Cc1cccc(OC(C)C(=O)Nc2nc(-c3cccnc3)cs2)c1 (stereo unspecified)	-8.7%
CC(O)(c1cccnc1)c1nc(-c2ccc(S(C)(=O)=O)cc2)cs1 (stereo unspecified)	2.5%
O=C(Nc1cccc(F)c1)N1CCc2nc(NCc3cccc(Oc4ccccc4)c3)ncc2C1	-4.9%
CC1(C(=O)NS(=O)(=O)C2CC2)CCCN(C(=O)/C=C/c2ccccc2)C1 (stereo unspecified)	4.5%
Cc1cc(C)cc(CC(=O)N2CCC2(C)C(=O)NS(=O)(=O)c2cc(C)ccc2F)c1 (stereo unspecified)	-7.5%
O=C(Nc1ccc2c(c1)OCCO2)C1c2ccccc2OCC(=O)N1Cc1ccccc1 (stereo unspecified)	0.2%
CC(=NNC(=O)c1ccccc1N)c1ccccc1O	-9.1%
Cn1cc(-c2csc(C(O)c3ccc(F)cc3)n2)cn1 (stereo unspecified)	-2.1%
Cc1ccc(CNC(=O)Nc2nnc([C@@H]3C[C@H](O)[C@@H](CO)O3)s2)cc1	-3.5%
CCN(CC)C(=O)c1csc([C@@H]2O[C@H](CO)[C@H](O)[C@H](O)[C@H]2O)n1	1.0%
Cc1ccc(C(O)c2ncc(-c3cccc(C(F)(F)F)c3)[nH]2)cc1F (stereo unspecified)	0.0%
O=C(NCc1cccnc1)c1csc([C@H]2C[C@H](O)[C@@H](CO)O2)n1	0.0%
Nc1ncnc2c1ncn2[C@@H]1O[C@H](C(=O)N2CCN(Cc3ccccn3)CC2)[C@@H](O)[C@H]1O	-4.2%
CSc1ccc(CN2C(=O)C(C)ON=C2c2ccccc2F)cc1 (stereo unspecified)	-6.3%
COc1ccc(C(=O)NCC(=O)OCC(=O)c2ccccc2Br)cc1OC	3.0%
O=C(c1cnccn1)N1CCC2(CC1)CCN(c1ccccn1)CC2	0.4%
CCc1nc2c(OCc3c(C)noc3C)cccn2c1N(C=O)Cc1ccc(OC)cc1	5.0%
CC1=C(C(=O)N2CCCCCC2)CC(CC(=O)NCCCN(C)C)C(=O)N1Cc1ccc(F)cc1 (stereo unspecified)	0.5%
CCC(C)(C)C1CCC2(CC1)NC(=O)N(CC(=O)N1CCN(c3ccccc3OC)CC1)C2=O (stereo unspecified)	-6.2%
COc1ccc(CC(N)c2csc(Nc3ncccn3)n2)cc1 (stereo unspecified)	-6.5%
CC1NC(=O)c2cccnc2-n2c1nc1cc(F)ccc1c2=O (stereo unspecified)	5.4%

# (continued)
Molecule	Tb PYK inh
COCCN(CCOC)Cc1cc(=O)oc2cc(OC)ccc12	-1.2%
CC1(C)C(=O)C=C(N2CCCCC2)c2ccccc21	-0.8%
CC(CC(=O)Nc1ccc2c(c1)c(=O)n(C)n2-c1ccc2ccccc2c1)C(F)(F)F (stereo unspecified)	1.9%
Cc1cc(C)nc(NS(=O)(=O)c2ccc(NCN3C(=O)c4ccccc4C3=O)cc2)n1	-11.3%
COc1cc(Br)c(C[N+]2(CCOCCC3CCC4CC3C4(C)C)CCOCC2)cc1OC (stereo unspecified)	0.0%
CC(NNC(=S)N1CCCCCC1)c1ccc2ccccc2n1 (stereo unspecified)	-2.3%
CC1=C(C(=O)N(C)C)CC(CC(=O)NC2CCCCC2)C(=O)N1CCC1=CCCCC1 (stereo unspecified)	-2.9%
O=C(O)C(Cc1ccccc1)N1C(=O)C=CC1=O (stereo unspecified)	?
COc1ccc(NC(=O)c2cc(-c3cc(F)ccc3OCC3CCCO3)n[nH]2)c(C)c1 (stereo unspecified)	-0.9%
CCC(Oc1ccccc1)C(=O)OCC(=O)Nc1c(C)nn(-c2ccccc2)c1C (stereo unspecified)	-5.6%
Cc1ccccc1OC1(C)CCN(Cc2ccc(-c3ccccn3)cc2)C1 (stereo unspecified)	0.3%
O=C(Nc1cccc(F)c1)N1CC2(CCN(C(=O)c3cccc(F)c3)CC2)C1	-4.3%
Cc1cccc(C)c1N(CCCc1cccnc1)C(=O)[C@@H](C)N	-4.4%
COc1ccccc1C(NC(=O)C1CCN(CCc2ccc(Br)cc2)CC1)c1ccccn1 (stereo unspecified)	-3.9%
COc1ccc(NS(=O)(=O)c2cccc(C(=O)N3CCOCC3)c2)cc1	0.4%
COc1ccc(C(O)c2ncc(-c3ccccc3)[nH]2)cc1 (stereo unspecified)	-3.8%

# 4 of the compounds above, with each value named.
structure: O=C(Nc1cccc(F)c1)N1CC2(CCN(C(=O)c3cccc(F)c3)CC2)C1
  Tb PYK inh: -4.3%

structure: Cc1cccc(C)c1N(CCCc1cccnc1)C(=O)[C@@H](C)N
  Tb PYK inh: -4.4%

structure: COc1ccccc1C(NC(=O)C1CCN(CCc2ccc(Br)cc2)CC1)c1ccccn1 (stereo unspecified)
  Tb PYK inh: -3.9%

structure: COc1ccc(NS(=O)(=O)c2cccc(C(=O)N3CCOCC3)c2)cc1
  Tb PYK inh: 0.4%

# A portion of the library; count on the stated rates, not on these rows.
